From PubChem BioAssay
MEKK2 mut-MEK5: signal of MEK5 binding to mutant human MEKK2 PB1 domain; AID 1530; percent response, % at 10 µM; 290,000 tested, 0.35% active; bead flow cytometry, Alexa488-MEK5 binding to MEKK2 mutant; in the data active = percent response above about 24%, passing the limit was not always enough; note: inactives centre near 1; some results filed as inactive read as strong as hits; reference of the scale not given here
MEKK3 PB1 HTS: MEKK3-MEK5 PB1 interaction, increase or decrease. 290,000 tested, 1.4% active. bead-based flow cytometry, Alexa488-MEK5 binding to MEKK3; actives lie on both sides; 0 = blocked by unlabeled MEK5, 100 = vehicle. binding response (% of control), % at 10 µM. Q99759;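 active = binding response more than 3 SD above or below the average of its plate-row segment, actives on both sides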;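 note: Alexa488 bead fluorescence after subtracting the streptavidin-only scavenger bead signal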
Target sequence (Q99759 whole entry, looked up): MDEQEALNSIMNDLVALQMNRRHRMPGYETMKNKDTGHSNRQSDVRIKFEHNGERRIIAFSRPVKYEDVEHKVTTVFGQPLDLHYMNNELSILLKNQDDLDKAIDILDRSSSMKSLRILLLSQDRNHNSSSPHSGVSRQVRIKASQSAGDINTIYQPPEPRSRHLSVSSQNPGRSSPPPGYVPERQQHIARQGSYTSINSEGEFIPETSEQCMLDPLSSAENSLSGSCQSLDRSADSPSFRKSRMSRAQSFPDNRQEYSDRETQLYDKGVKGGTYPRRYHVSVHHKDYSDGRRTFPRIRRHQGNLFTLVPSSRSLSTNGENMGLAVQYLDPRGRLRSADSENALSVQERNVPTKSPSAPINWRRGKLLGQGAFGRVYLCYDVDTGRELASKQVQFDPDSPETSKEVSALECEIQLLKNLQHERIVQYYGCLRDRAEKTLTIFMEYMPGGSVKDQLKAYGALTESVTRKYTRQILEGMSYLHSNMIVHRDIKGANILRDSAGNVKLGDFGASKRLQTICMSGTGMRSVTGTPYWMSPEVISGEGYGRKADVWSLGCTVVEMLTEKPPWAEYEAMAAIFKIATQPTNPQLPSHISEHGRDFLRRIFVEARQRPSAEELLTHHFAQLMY
OXTR agonist: activates the human oxytocin receptor; activation, % at 3 µM; P30559; 320,000 tested, 0.32% active; CHO-OTR cells, Fluo-8 calcium fluorescence; normalized: DMSO 0%, oxytocin 100%;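 active = activation above the mean of all tested compounds plus 3 SD, cutoff set per screening run, cut at about 20% in these data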;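 note: peak over basal fluorescence ratio from a 100 s FLIPR kinetic read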
Target sequence (P30559 whole entry, looked up): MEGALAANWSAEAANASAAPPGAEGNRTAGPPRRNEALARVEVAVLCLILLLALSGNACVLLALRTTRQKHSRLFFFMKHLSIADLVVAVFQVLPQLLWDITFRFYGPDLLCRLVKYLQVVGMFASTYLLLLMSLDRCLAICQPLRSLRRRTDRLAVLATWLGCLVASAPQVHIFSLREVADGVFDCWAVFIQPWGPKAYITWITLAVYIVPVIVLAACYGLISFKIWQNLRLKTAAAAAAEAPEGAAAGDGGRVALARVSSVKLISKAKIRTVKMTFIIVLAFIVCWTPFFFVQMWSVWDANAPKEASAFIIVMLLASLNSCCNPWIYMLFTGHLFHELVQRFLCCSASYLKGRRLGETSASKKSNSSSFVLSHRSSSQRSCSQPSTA
FID counter: counter-screen for HCV NS3 helicase inhibitors: DNA intercalator displacement | 290,000 tested, 0.17% active | DNA fluorescent intercalator displacement, fluorescence | inhibition, % at 7.9 µM; in the data active = inhibition above about 37%;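 note: 0% = vehicle and 100% = reference compound; higher means more ethidium bromide displaced from hairpin DNA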
MEKK2 WT-MEK5: raises or lowers MEK5 binding to wildtype human MEKK2 PB1 domain; Q9Y2U5; AID 1531; binding response (% of control), % at 10 µM; bead flow cytometry, Alexa488-MEK5 binding to MEKK2 WT; actives lie on both sides; 290,000 tested, 1.1% active; in the data active = binding response below about 67% or above about 130%
PHOSPHO1 inh: inhibitors of human PHOSPHO1 phosphatase. Q8TCT1. recombinant PHOSPHO1, absorbance phosphatase assay. inhibition, % at 13.3 µM. 290,000 tested, 1.1% active; in the data active = inhibition above about 60%
GPR7 antag: human neuropeptides B/W receptor 1 antagonism. P48145. GPR7-expressing cells, fluorescence antagonist assay. inhibition, % at 4.4 µM. 290,000 tested, 1.1% active. AID 1861; in the data active = inhibition above about 16%, passing the limit was not always enough;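 note: cells stimulated with the agonist NPW; 0% = agonist with vehicle and 100% = vehicle without agonist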
PfM18AAP inh: blocks P. falciparum M18 aspartyl aminopeptidase; recombinant PfM18AAP, H-Glu-NHMec fluorogenic cleavage; inhibition, % at 7.35 µM; 290,000 tested, 1.2% active; AID 1822;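 active = inhibition above the campaign mean inhibition over all tested compounds plus 3 SD, cut at about 28% in these data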;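 note: 0% = plate median of test compound wells and 100% = 2 mM ZnCl2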
NALP1 yeast inh: blocks the NALP1 inflammasome reconstituted in yeast; S. cerevisiae NALP1/ASC/caspase-1 growth, X-gal OD620, 72 h; inhibition, % at 10 µM; 280,000 tested, 0.61% active; in the data active = inhibition mostly above about 24%, no sharp cut-off; inactive = mostly below about 32%; note: some compounds called inactive have numbers as strong as hits
An asterisk follows results filed as active; / = not tested or not shown. Rows were taken by chance; any-hit rate near 6.2%.

Sample of the layout, two compounds:
No.	SMILES	NALP1 yeast inh	PHOSPHO1 inh	GPR7 antag	MEKK2 mut-MEK5	MEKK3 PB1 HTS	OXTR agonist	PfM18AAP inh	MEKK2 WT-MEK5	FID counter
1	Nc1nc2ncc(C(=O)c3cc(F)ccc3O)cc2s1	-14	-33	-10	-31	77	0.3	-3	84	-4
2	CNC(=S)NNC(=O)c1oc2nc(-c3ccccc3)cc(C)c2c1N	/	-6	-8	-10	85	-0.9	-6	89	-13

The whole of this part, from the first entry:
No.	SMILES	NALP1 yeast inh	PHOSPHO1 inh	GPR7 antag	MEKK2 mut-MEK5	MEKK3 PB1 HTS	OXTR agonist	PfM18AAP inh	MEKK2 WT-MEK5	FID counter
1	Nc1nc2ncc(C(=O)c3cc(F)ccc3O)cc2s1	-14	-33	-10	-31	77	0.3	-3	84	-4
2	CNC(=S)NNC(=O)c1oc2nc(-c3ccccc3)cc(C)c2c1N	/	-6	-8	-10	85	-0.9	-6	89	-13
3	CCC(C)NC(=O)CSc1nnc(-c2ccc(OC)c(OC)c2)c(-c2ccc(OC)c(OC)c2)n1 (configuration not stated)	7	-2	-8	5	106	0.2	4	109	-36
4	CCOCCCNS(=O)(=O)c1ccc2c(c1)oc(=O)n2CC(=O)OCC	/	16	1	-6	96	1.4	-1	96	-2
5	S=C(NCc1cccs1)Nc1cccc(Cl)c1	28	-3	19	4	104	9.1	-15	100	4
6	COc1ccccc1/C=C1\SC(=S)N(CCC(=O)N2CCCCC2CCO)C1=O (configuration not stated)	2	28	-10	2	102	0.6	3	99	-33
7	Cc1ccc(N2CC(C(=O)Nc3ccc4c(c3)OCO4)CC2=O)cc1 (configuration not stated)	/	20	-12	1	99	-0.9	4	101	-2
8	Cc1ccc(-n2c(SC3CCOC3=O)nc3ccccc3c2=O)cc1 (configuration not stated)	8	16	-17	-1	102	-2.1	0	100	-11
9	COc1ccccc1NC(=O)N1CCN(c2ccnc3cc(Cl)ccc23)CC1	/	38	4	-5	97	4.1	0	94	-6
10	O=C(c1cccc(F)c1)N1CCC(c2nc3ccccc3s2)CC1	6	-5	-7	3	101	0.5	10	106	-27
11	CCOC(=O)c1[nH]c(CO)c(C(=O)OCC)c1C	17	30	-11	3	93	0.0	-3	91	-7
12	Nc1nc2ccc(S(=O)(=O)N3CCCCC3)cc2s1	32	50	-5	5	107	1.6	16	107	0
13	CCc1ccc(N(CC(=O)Nc2ccccc2C(=O)N2CCCC2)S(C)(=O)=O)cc1	7	23	0	2	96	-0.3	0	95	-35
14	CC(C)n1c(COc2ccccc2)nc2ccccc21	1	/	-1	0	102	-1.8	-2	101	-21
15	CCOc1ccc(N2C(=O)CC(NC3CCN(C(=O)c4ccc(F)cc4)CC3)C2=O)cc1 (configuration not stated)	-1	-14	-11	0	102	0.0	-6	95	-43
16	Cc1cc(C(=O)Nc2nnc(C(F)(F)F)s2)no1	33	25	-12	5	105	0.7	15	103	8
17	O=[N+]([O-])/C(C(=C(Cl)Cl)N1CCN(Cc2ccccc2)CC1)=C1\NCCN1Cc1ccc(Cl)nc1	51	-32	22	-10	91	2.0	-4	90	15
18	CCOc1ccc(-c2csc(NC(=O)C3CCCO3)n2)cc1 (configuration not stated)	39	-3	-12	1	98	2.2	-2	101	-13
19	COc1cc(C(=O)NCC(c2ccco2)N2CCCC2)ccc1OCc1c(C)noc1C (configuration not stated)	15	21	-5	-3	100	1.2	5	92	-4
20	COc1ccc(/C(C)=N/NC(=O)CNC(=O)c2ccco2)c(OC)c1	12	26	-10	5	102	0.3	7	102	-10
21	Clc1ccc(CN2C3=NCCCN3c3ccccc32)cc1	12	4	4	/	/	4.0	3	/	10
22	CC(=O)Nc1cccc(Nc2nc(-c3ccccc3)nc3ccccc23)c1	17	5	-1	-1	88	1.9	3	99	-9
23	Cc1ccn2cc(-c3cccc(NC(=O)c4cccs4)c3)nc2c1	-8	16	-7	-3	97	-1.4	0	95	-1
24	CCOC(=O)Cn1nc(C)c(NC(=O)COc2ccc(F)cc2F)c1C	1	-7	1	-15	94	0.2	6	87	-3
25	NS(=O)(=O)c1ccc(CCNC(=O)c2ccccc2Cc2ccccc2)cc1	-5	-1	-9	-1	102	1.6	-1	104	-15
26	CN(c1ccc(OCC(=O)OCC(=O)Nc2ccccc2F)cc1)S(=O)(=O)c1cccs1	32	-7	2	-1	116	13	-1	102	-12
27	O=C(Nc1ccccc1Oc1ccsc1C(=O)O)c1ccccc1	6	23	8	7	104	-0.6	-4	106	-6
28	CCOc1ccc(S(=O)(=O)N/N=C\c2ccc3c(c2)OCO3)cc1	0	38	-12	2	102	/	2	103	-16
29	O=C(CN1CCOCC1)N1N=C(c2cccs2)CC1c1cccs1 (configuration not stated)	-6	37	3	-9	93	0.2	-4	93	-20
30	O=C(C1CCCN(S(=O)(=O)c2cnc[nH]2)C1)N1CCN(Cc2ccccc2)CC1 (configuration not stated)	-5	-5	-11	3	99	1.9	-3	102	-9
31	O=S1(=O)NC(=NC2CCCCCC2)c2ccccc21	28	14	1	11	106	1.5	5	102	0
32	Cc1sc2ncnc(OCC(=O)NCc3cccs3)c2c1C	-59	-1	0	7	109	-1.1	0	112	-3
33	CCOC(=O)c1cc(-c2ccc(F)cc2)n(CC(=O)N2CCCC2)c1C	33	21	-2	5	99	-1.1	6	103	-31
34	Cc1c(C(=O)O)sc(S(=O)(=O)N2CCNCC2)c1C(=O)O	34	28	6	-18	54	/	-13	59	5
35	O=C(NCc1cccnc1)c1cc2nc(-c3ccc4c(c3)OCO4)cc(C(F)(F)F)n2n1	2	18	-4	-4	94	1.1	-17	98	-2
36	COc1ccccc1NC(=O)N1CCN(C(=O)Nc2ccccc2OC)CC1	/	10	0	-9	88	-0.2	-17	87	-4
37	COc1ccccc1-n1nc(C)cc1N	35	-20	-1	-2	109	0.2	-1	99	-4
38	FC(F)(F)c1ccncc1-c1nnc(C2CCCCC2)o1	-3	-13	-16	5	104	-1.3	0	103	-8
39	COc1ccc(/C=C/C(=O)NC2CCCCC2C)cc1 (configuration not stated)	12	3	0	0	96	-2.3	-4	98	-12
40	CC1Cc2ccccc2N1C(=O)CSc1nc2cc3c(cc2cc1C#N)OCO3 (configuration not stated)	22	30	0	0	97	0.6	1	92	0
41	O=C(CCCO)NNc1c2ccccc2nc2ccccc12	33	28	-1	2	105	0.7	-3	98	2
42	Cc1ccc(/C=C/C(=O)O)cc1S(=O)(=O)Nc1ccc2c(c1)OCO2	0	1	4	-11	100	-0.6	-1	91	3
43	CN(C)S(=O)(=O)c1ccc(N2CCOCC2)c(C(=O)O)c1	31	3	0	1	96	1.8	-7	96	3
44	Cc1oc2c(C)c3oc(=O)c(CCC(=O)N[C@@H](CC(C)C)C(=O)O)c(C)c3cc2c1C	2	/	-2	3	103	-0.4	3	105	-28
45	COC(=O)c1ccc(NC(=O)CSCc2ccccc2C)cc1	-2	-6	-10	-2	99	-0.7	-8	98	-8
46	CS(=O)(=O)N1CCN(C(=O)c2ccc(F)cc2)CC1	10	6	12	-2	98	-0.6	3	95	-1
47	C[C@H](NC(=O)c1nc[nH]c1C(=O)NCC(=O)OC(C)(C)C)C(=O)OC(C)(C)C	/	22	/	3	95	0.1	/	99	/
48	Cn1cnnc1SCc1ccc(-c2ccc(Br)cc2)o1	-16	85*	-1	-1	104	-0.4	5	104	-8
49	Cc1cccc(NC(=O)c2cc(-c3cc(C)ccc3O)n[nH]2)c1	19	27	15	-2	98	0.7	-11	98	-3
50	C=CCn1c(-c2c[nH]c3ccccc23)n[nH]c1=S	-4	101*	7	1	97	5.4	11	100	-4
51	CCNc1nc(NCC)n2c(SCC(=O)NC34CC5CC(CC(C5)C3)C4)nnc2n1	4	-18	-7	9	99	-1.9	6	110	-16
52	CCCS(=O)(=O)N1CCC(C(=O)N2CCOCC2)CC1	-7	16	-11	6	98	0.3	-9	106	5
53	COc1ccc(/C(O)=C2/C(=O)C(=O)N(CCCN(C)C)C2c2ccccc2)cc1OC (configuration not stated)	6	3	-2	2	101	1.2	2	100	-5
54	CCC(=O)Nc1ccc(NC(=O)CSc2nnc(C(C)C)n2C)cc1	12	-3	-7	2	103	-1.0	-6	105	-7
55	COc1cccc(CN2CCCC(C(=O)c3ccc4c(c3)OCO4)C2)c1OC (configuration not stated)	0	2	-10	-6	102	2.1	-1	98	5
56	Cc1c(C(=O)NCc2ccccc2)c(-c2ccccc2)nn1-c1ccccc1	-3	7	-3	2	93	-0.6	-2	96	-24
57	CC(=O)c1c(C)nn(CC(O)COc2ccc3c(c2)CCC3)c1C (configuration not stated)	-14	7	-24	0	103	7.9	-10	99	-28
58	O=C(COc1ccc(Cl)cc1Br)NC(=O)NCc1ccccc1	34	16	-11	-1	117	-0.4	-10	103	-2
59	Cc1cc(-c2cc(-c3ccc(Cl)cc3)nc(N)c2C#N)co1	-1	-5	-1	/	/	1.0	4	/	3
60	O=C(Cn1cnc2c(nnn2Cc2ccc(Cl)cc2)c1=O)NCC1CCCO1 (configuration not stated)	7	24	-8	6	107	0.7	1	106	-5

A draw from above in order of heavy-atom count, rising:
No.	SMILES	NALP1 yeast inh	PHOSPHO1 inh	GPR7 antag	MEKK2 mut-MEK5	MEKK3 PB1 HTS	OXTR agonist	PfM18AAP inh	MEKK2 WT-MEK5	FID counter
37	COc1ccccc1-n1nc(C)cc1N	35	-20	-1	-2	109	0.2	-1	99	-4
50	C=CCn1c(-c2c[nH]c3ccccc23)n[nH]c1=S	-4	101*	7	1	97	5.4	11	100	-4
46	CS(=O)(=O)N1CCN(C(=O)c2ccc(F)cc2)CC1	10	6	12	-2	98	-0.6	3	95	-1
52	CCCS(=O)(=O)N1CCC(C(=O)N2CCOCC2)CC1	-7	16	-11	6	98	0.3	-9	106	5
38	FC(F)(F)c1ccncc1-c1nnc(C2CCCCC2)o1	-3	-13	-16	5	104	-1.3	0	103	-8
32	Cc1sc2ncnc(OCC(=O)NCc3cccs3)c2c1C	-59	-1	0	7	109	-1.1	0	112	-3
45	COC(=O)c1ccc(NC(=O)CSCc2ccccc2C)cc1	-2	-6	-10	-2	99	-0.7	-8	98	-8
42	Cc1ccc(/C=C/C(=O)O)cc1S(=O)(=O)Nc1ccc2c(c1)OCO2	0	1	4	-11	100	-0.6	-1	91	3
33	CCOC(=O)c1cc(-c2ccc(F)cc2)n(CC(=O)N2CCCC2)c1C	33	21	-2	5	99	-1.1	6	103	-31
36	COc1ccccc1NC(=O)N1CCN(C(=O)Nc2ccccc2OC)CC1	/	10	0	-9	88	-0.2	-17	87	-4
40	CC1Cc2ccccc2N1C(=O)CSc1nc2cc3c(cc2cc1C#N)OCO3 (configuration not stated)	22	30	0	0	97	0.6	1	92	0
51	CCNc1nc(NCC)n2c(SCC(=O)NC34CC5CC(CC(C5)C3)C4)nnc2n1	4	-18	-7	9	99	-1.9	6	110	-16
44	Cc1oc2c(C)c3oc(=O)c(CCC(=O)N[C@@H](CC(C)C)C(=O)O)c(C)c3cc2c1C	2	/	-2	3	103	-0.4	3	105	-28
35	O=C(NCc1cccnc1)c1cc2nc(-c3ccc4c(c3)OCO4)cc(C(F)(F)F)n2n1	2	18	-4	-4	94	1.1	-17	98	-2
